# NPY-Y2 PAM-ag: potentiates or activates human NPY-Y2 receptor; cells expressing NPY-Y2, potentiator/agonist read-out; P49146; AID 1359; activation, % at 3.6 µM; 220,000 compounds, 0.45% hits; in the data active = activation above about 27%;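 note: cells stimulated with NPY near EC25 plus isoproterenol at EC100; 0% = vehicle plus submaximal agonist and 100% = vehicle plus saturating agonist; some results beyond the cut were filed as inactive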
# Target sequence (P49146 whole entry, looked up): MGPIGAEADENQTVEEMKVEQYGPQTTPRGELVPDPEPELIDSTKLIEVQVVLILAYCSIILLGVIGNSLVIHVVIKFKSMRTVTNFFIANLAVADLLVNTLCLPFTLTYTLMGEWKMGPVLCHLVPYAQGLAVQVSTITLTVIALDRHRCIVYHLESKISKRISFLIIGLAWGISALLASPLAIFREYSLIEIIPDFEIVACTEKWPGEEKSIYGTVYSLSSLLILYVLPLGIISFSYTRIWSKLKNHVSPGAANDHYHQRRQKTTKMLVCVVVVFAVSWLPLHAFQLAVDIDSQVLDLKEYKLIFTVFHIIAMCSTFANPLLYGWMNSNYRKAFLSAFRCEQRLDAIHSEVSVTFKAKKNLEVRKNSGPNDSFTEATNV
# CHOP inh: inhibitors of CHOP induction in ER stress response. CHO-K1 CHOP-promoter luciferase, tunicamycin-induced, 15-18 h. inhibition, % at 10 µM. 220,000 compounds, 3.8% hits. AID 2732;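 active = compounds that reduced the stress-induced luciferase reporter signal by more than about 70% of percent inhibition, limit read from the data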;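 note: 0% = tunicamycin plus vehicle and 100% = wells without tunicamycin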
# zfTRPN1 agonist: agonists of zebrafish TRPN1 channel. 220,000 compounds, 0.18% hits. HEK293 zebrafish TRPN1-YFP, Fluo-8 calcium fluorescence; 100% = response to 87 µM carbachol. activation, % at 3 µM;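 active = activation above its plate's cutoff, the mean activation of test wells on that plate plus 3 SD, cut at about 19% in these data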;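 note: 0% = DMSO alone and 100% = 87 µM carbachol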
#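 Material: zebrafish TRPN1-YFP in HEK293 cells. Doses: one dose of 3 µM, 0.3% DMSO. Incubation: dye 1 h 37 °C plus 30 min RT. Measured by: intracellular calcium fluorescence with Fluo-8.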
# EP2 mod: EP2 receptor (human) modulation; P43116; EP2-expressing cells, cAMP HTRF FRET, PGE2 co-stimulation; induction, % at 25 µM; 260,000 compounds, 0.83% hits;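 active = compounds whose cAMP rise, as percent of the full-agonist control response, exceeds 60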;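 note: rat C6 glioma line stably carrying human EP2 under a CMV promoter; the protocol text gives 20 µM as final concentration; 100% = response of wells given 1 µM PGE2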
# S1P4 agonist: human S1P4 receptor agonism | O95977 | S1P4-expressing cell line, agonist reporter assay | activation, % at 4.98 µM | 220,000 compounds, 0.35% hits | AID 1509; in the data active = activation above about 11%;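 note: 0% = DMSO vehicle and 100% = reference agonist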
# Target sequence (O95977 whole entry, looked up): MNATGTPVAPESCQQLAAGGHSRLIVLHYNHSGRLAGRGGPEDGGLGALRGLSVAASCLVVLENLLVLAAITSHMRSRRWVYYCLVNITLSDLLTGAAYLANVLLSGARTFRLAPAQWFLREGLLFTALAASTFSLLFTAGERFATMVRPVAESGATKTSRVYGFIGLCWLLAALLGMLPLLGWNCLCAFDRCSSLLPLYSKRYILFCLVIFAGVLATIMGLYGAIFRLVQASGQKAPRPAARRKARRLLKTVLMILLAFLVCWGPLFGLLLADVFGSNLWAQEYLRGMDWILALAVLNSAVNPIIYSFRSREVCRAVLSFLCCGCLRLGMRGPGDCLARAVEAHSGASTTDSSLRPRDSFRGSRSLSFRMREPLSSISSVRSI
# S1P4 antag: human S1P4 receptor antagonism; inhibition, % at 4.98 µM; AID 1510; S1P4-expressing cells, antagonist mode, reporter read-out; 220,000 compounds, 0.26% hits; in the data active = inhibition above about 29%;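 note: 0% = wells stimulated with agonist and 100% = vehicle wells without agonist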
# NPY-Y1 antag: NPY-Y1 (human) receptor antagonism; 200,000 compounds, 1% hits; AID 1040; P25929; inhibition, % at 3.6 µM; HEK293-CNG Y1 cells, membrane potential fluorescence; NPY at EC95, then isoproterenol;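 active = inhibition above the campaign mean inhibition of all tested compounds plus 3 SD, cut at about 20% in these data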;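 note: 0% = DMSO wells given NPY plus isoproterenol and 100% = isoproterenol alone without NPY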
#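 Assay system: HEK293 cells with Y1 receptor plus CNG channel | Probe or stimulus: NPY (25 nM), isoproterenol (1 µM), Ro 20-1724 (25 µM) | Timing: Compound incubation 1 h at room temperature, readout 45 min post-stimulation | Measured by: Membrane-potential fluorescent dye readout | Benchmarks: High control isoproterenol alone, low control NPY with isoproterenol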
# TRPML3 agonist: activates the human TRPML3 channel; Q8TDD5; HEK293 TRPML3-YFP, Fluo-8 calcium fluorescence; 100% = the carbachol control signal; activation, % at 3 µM; 220,000 compounds, 0.29% hits; AID 1448;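 active = activation above its plate's cutoff, the mean activation of the plate's test wells plus 3 SD, cut at about 12% in these data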;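 note: 0% = DMSO only wells and 100% = carbachol wells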
#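 Test system: HEK293 cells stably carrying human TRPML3-YFP; Doses: single dose, 3 µM final nominal compound, 0.3% DMSO final; Schedule: dye loading 1 h 37 °C then 30 min ambient, 125 s read; Technique: Fluo-8 calcium fluorescence; Benchmarks: high control carbachol 87 µM, low control DMSO.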
# NPY1 pot ag: potentiates or activates human NPY-Y1 receptor; P25929; NPY-Y1 expressing cells, potentiator/agonist activation; activation, % at 3.6 µM; 220,000 compounds, 0.37% hits; AID 1304; in the data active = activation above about 33%, passing the limit was not always enough;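 note: cells stimulated with NPY at EC10 then isoproterenol at EC100; 0% = low agonist plus stimulus and 100% = saturating agonist plus stimulus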
# * hit, by the source's call; · = no result given.
cpd	SMILES	NPY-Y2 PAM-ag	CHOP inh	zfTRPN1 agonist	EP2 mod	S1P4 agonist	S1P4 antag	NPY-Y1 antag	TRPML3 agonist	NPY1 pot ag
1	COc1ccc(NC(=O)/C(C#N)=C/c2cc(C)n(-c3ccc(N4CCOCC4)c([N+](=O)[O-])c3)c2C)cc1	3	28	-0.7	9	2.1	-12	0	1.0	-1
2	CC1=CC2=NC(=O)/C(=C\c3cccn3CCOc3cc(C)ccc3C)C(=N)N2O1	3	45	0.7	-43	1.4	-10	3	0.1	4
3	COc1ccccc1N1C(=O)C2C3C=CC(C3)C2(C)C1=O (stereo not given)	-2	21	0.0	36	-0.3	-14	2	0.8	-15
4	CCN(CC)Cc1c(O)ccc2occ(C(=O)c3ccc(OC)cc3)c12	-21	6	-0.2	-3	1.3	-11	9	-0.1	-46
5	CCOC(=O)Cn1nc(C)n(-c2c(C)cccc2C)c1=O	-3	0	0.9	17	2.3	-3	-4	0.7	-13
6	CCOc1ccc(NC(=O)C(C)Sc2nnnn2C)cc1 (stereo not given)	-4	2	0.3	1	-3.6	-8	4	0.9	11
7	COCCSc1ccccc1C(=O)N1CCN(c2ccccc2OC)CC1	-2	20	0.6	9	-0.5	-26	0	0.4	1
8	Cc1cc(C)cc(Nc2nc3c(S(=O)(=O)c4ccccc4)nnn3c3ccccc23)c1	5	63	-0.4	3	2.0	-27	-2	0.8	13
9	CNC(=O)NC(=O)Cn1cnc2sc(-c3ccccc3)cc2c1=O	-7	-2	1.2	-20	1.2	-21	·	0.5	-2
10	O=C(C(=O)N1CCN(c2ccc(F)cc2)CC1)N1CCCCC1	0	-5	-0.8	11	-0.8	14	-3	0.8	5
11	Cc1cc(NS(=O)(=O)c2ccc(NC(=S)NCc3ccccc3)cc2)no1	1	-3	-1.6	27	1.5	0	-5	0.4	-2
12	CCOC(=O)c1c(NC(=O)CSc2nnc(-c3ccc(OC)cc3)o2)sc2c1CCC2	4	·	0.1	·	0.2	-16	5	0.7	-16
13	COc1ccc(C(=O)NCCCOc2cccc(NC(C)=O)c2)cc1	5	5	-0.9	-45	0.7	-3	·	0.2	1
14	CC(C)c1cc(C(=O)N2CCCC(C(=O)c3ccc4ccccc4c3)C2)on1 (stereo not given)	-26	3	-2.5	1	-0.3	-2	15	-0.5	-33
15	COC(=O)c1ccccc1NC(=O)C1CCCN(S(C)(=O)=O)C1 (stereo not given)	-14	27	0.0	25	0.9	16	5	0.3	-23
16	Cc1nn(C(C)C(=O)NCc2cccs2)c(C)c1[N+](=O)[O-] (stereo not given)	1	11	-0.3	26	0.6	-4	0	0.3	-9
17	COc1cccc(NC(=O)CN2CCC(C)CC2)c1	-1	54	1.6	0	-1.6	15	4	1.0	7
18	Cc1ccc(NC(=O)C2CCCN2S(=O)(=O)c2ccc3c(c2)n(C)c(=O)c(=O)n3C)c(C)c1 (stereo not given)	-8	-4	0.3	5	0.2	-2	·	-0.1	8
19	COc1ccc(/C(C)=N/OCC(=O)Nc2nc3ccccc3s2)cc1	3	47	-1.3	-85	0.4	-10	-3	0.4	-22
20	CCOC(=O)c1nn(-c2ccc(OC)cc2)c(=O)c2c(N)scc12	13	19	-0.7	5	-1.1	8	-2	0.4	-11
21	COc1ccc(C(=O)C2CCCN(C(=O)C3CCOCC3)C2)c(C)c1 (stereo not given)	6	32	-0.5	12	-0.9	0	0	0.9	-6
22	Cn1cc(CN(CCO)Cc2cccs2)c(-c2cccc(Cl)c2)n1	7	4	0.9	8	-0.6	-1	2	0.1	-1
23	O=C(NCCCNCc1ccccc1)/C(=N\O)c1ccccc1	4	44	0.8	26	0.2	-20	-1	0.1	6
24	Cn1nc(C(=O)Oc2cc(=O)n(C)c3ccccc23)c2ccccc2c1=O	7	2	0.6	-29	-0.7	-6	1	0.4	6
25	Cc1ccc(CCNC(=O)c2nnn(-c3cc(C)cc(C)c3)c2N)cc1	4	-25	-1.0	-39	11*	-12	8	-0.8	7

# Some of these compounds in order of length of the SMILES, largest number first.
cpd	SMILES	NPY-Y2 PAM-ag	CHOP inh	zfTRPN1 agonist	EP2 mod	S1P4 agonist	S1P4 antag	NPY-Y1 antag	TRPML3 agonist	NPY1 pot ag
18	Cc1ccc(NC(=O)C2CCCN2S(=O)(=O)c2ccc3c(c2)n(C)c(=O)c(=O)n3C)c(C)c1 (stereo not given)	-8	-4	0.3	5	0.2	-2	·	-0.1	8
8	Cc1cc(C)cc(Nc2nc3c(S(=O)(=O)c4ccccc4)nnn3c3ccccc23)c1	5	63	-0.4	3	2.0	-27	-2	0.8	13
12	CCOC(=O)c1c(NC(=O)CSc2nnc(-c3ccc(OC)cc3)o2)sc2c1CCC2	4	·	0.1	·	0.2	-16	5	0.7	-16
25	Cc1ccc(CCNC(=O)c2nnn(-c3cc(C)cc(C)c3)c2N)cc1	4	-25	-1.0	-39	11*	-12	8	-0.8	7
16	Cc1nn(C(C)C(=O)NCc2cccs2)c(C)c1[N+](=O)[O-] (stereo not given)	1	11	-0.3	26	0.6	-4	0	0.3	-9
9	CNC(=O)NC(=O)Cn1cnc2sc(-c3ccccc3)cc2c1=O	-7	-2	1.2	-20	1.2	-21	·	0.5	-2
13	COc1ccc(C(=O)NCCCOc2cccc(NC(C)=O)c2)cc1	5	5	-0.9	-45	0.7	-3	·	0.2	1
3	COc1ccccc1N1C(=O)C2C3C=CC(C3)C2(C)C1=O (stereo not given)	-2	21	0.0	36	-0.3	-14	2	0.8	-15
5	CCOC(=O)Cn1nc(C)n(-c2c(C)cccc2C)c1=O	-3	0	0.9	17	2.3	-3	-4	0.7	-13
23	O=C(NCCCNCc1ccccc1)/C(=N\O)c1ccccc1	4	44	0.8	26	0.2	-20	-1	0.1	6
6	CCOc1ccc(NC(=O)C(C)Sc2nnnn2C)cc1 (stereo not given)	-4	2	0.3	1	-3.6	-8	4	0.9	11
17	COc1cccc(NC(=O)CN2CCC(C)CC2)c1	-1	54	1.6	0	-1.6	15	4	1.0	7

# Individual results from the list.
# Reading for `COCCSc1ccccc1C(=O)N1CCN(c2ccccc2OC)CC1` under TRPML3 agonist: 0.4
# Reading for `O=C(NCCCNCc1ccccc1)/C(=N\O)c1ccccc1` under NPY-Y2 PAM-ag: 4

# Next records follow.
cpd	SMILES	NPY-Y2 PAM-ag	CHOP inh	zfTRPN1 agonist	EP2 mod	S1P4 agonist	S1P4 antag	NPY-Y1 antag	TRPML3 agonist	NPY1 pot ag
26	Cc1ccc(-c2c[n+](CC(=O)Nc3cc(=O)n(C)c(=O)n3C)c3n2CCC3)cc1	2	10	-0.7	5	3.6	-4	4	1.3	21
27	COc1cc(C(=O)N/N=C(\c2ccccc2)c2ccccn2)cc(OC)c1OC	-13	53	1.2	32	2.9	-22	-1	0.3	-27
28	CCOc1cc(N2CCOCC2)c(OCC)cc1NC(=O)COc1ncnc2ccccc12	-23	-5	-1.0	12	0.4	0	4	-0.1	-18
29	CSc1ccccc1NC(=O)CN(C1CCCCC1)S(C)(=O)=O	-26	24	-1.2	9	1.7	-6	0	0.0	2
30	CC(C)c1nc2sc3c(NCc4ccco4)ncnc3c2c2c1COC(C)(C)C2	-16	78*	-0.1	40	-0.7	4	6	-0.5	-19
31	CCOC(=O)CSc1cc(=O)n(CC)c2ccccc12	0	13	-0.1	28	1.8	-19	-2	-1.1	-4
32	COC(=O)c1[nH]c2cccc(Cl)c2c1NC(=O)CN1CCN(CCO)CC1	17	10	0.0	28	0.3	2	8	-0.3	1
33	CS(=O)(=O)N(CC(=O)Nc1ccccc1C(=O)N1CCOCC1)c1ccccc1	-6	3	1.0	19	1.6	-16	6	0.4	-9
34	Cc1cc(C)c2nc(/N=C(\N)NC(=O)c3ccccc3)nc(C)c2c1	-10	-2	0.2	-11	1.1	-10	·	1.1	-32
35	Cc1ccccc1-n1c(-c2csc3ccccc23)n[nH]c1=S	5	43	-0.7	19	0.3	-11	4	0.0	2
36	COc1cc2c(cc1OC)CN(C(=O)CSc1nc(N)c(C#N)cc1C#N)CC2	-5	36	1.4	3	0.1	0	-2	-0.6	-1
37	CC1CCN(Cc2csc(N)n2)CC1	-5	-15	-0.8	1	3.6	-9	3	0.4	-6
38	Cn1nc(-c2ccc(C(=O)N3CCN(CCO)CC3)cc2)c2ccccc2c1=O	4	0	2.4	-7	-0.3	-6	2	-0.3	-16
39	CCOC(=O)C1=C(c2ccccc2)N2CCN=C2S1	-3	·	-1.2	·	0.6	-4	3	0.6	-26
40	CC(=O)n1cc(N(C(=O)CCl)c2ccccc2)c2ccccc21	12	107*	0.8	4	-0.1	42*	·	0.8	16
41	CCn1c(=O)cc(SCC(=O)NCCCN2CCC(C)CC2)c2ccccc21	-7	6	1.6	-9	-0.3	15	4	0.9	-2
42	Cc1ccccc1OCCC(=O)Nc1c(C)n(C)n(-c2ccccc2)c1=O	-7	23	1.4	32	-0.8	0	0	1.2	0
43	CCOc1cccc(NC(=O)CC#N)c1	-6	50	-0.5	22	4.2	9	6	-0.1	-10
44	Cc1c(C(=O)N2CCOCC2)oc2ccc(S(=O)(=O)N3CCCCCC3)cc12	-6	7	1.8	-4	1.5	-8	-8	1.0	-17
45	COc1cc(O)oc1C=Nc1ccc(Oc2ccccc2)cc1	0	-26	-0.1	-10	-0.2	-10	7	-1.1	-1
46	CC(=O)c1sc2nc(C)c3c(c2c1N)CCCC3	-25	36	0.5	-13	-0.8	3	·	0.1	-13
47	COc1ccc(N2CCN(C(=O)c3oc4ccccc4c3C)CC2)cc1	0	14	-2.0	-22	1.6	-8	5	-1.4	9
